# Lipid droplet – hepatic lipid droplet formation modulation | AML12 mouse hepatocytes, oleate lipid droplets, BODIPY imaging | inhibition, % at 6.5 µM | hit rate 0.4% among 240,000 | AID 1656;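 active = lipid droplet intensity inhibited by at least 50%, with more than 500 cells counted; inconclusive = wells with under 300 cells, treated as cytotoxic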
#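 material = mouse AML12 hepatocyte cell line, fixed after treatment | also added = 100 µM oleic acid challenge | doses = compound at 6.5 µM only | schedule = overnight exposure | technique = Image-based BODIPY and DAPI two-channel analysis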
# XIAP antagonists – small molecules displacing peptide from XIAP – biochemical, IAP family, fluorescence polarization (AID 1018). displacement, % at 20 µM; hits with a dose series show IC50 in µM. XIAP BIR domain, fluorescence polarization peptide displacement; higher % means a stronger effect. hit rate 0.007% among 200,000; in the data active = displacement above about 50%; also: a part of the inactive calls stands beside numbers as strong as those of hits
# Siah-1 displacement – Siah-1 peptide-binding antagonists, primary screen, biochemical, fluorescence polarization, rhodamine-plectin, uHTS (AID 1817). one-dose displacement, % at 20 µM; IC50 in µM for titrated hits. hit rate 0.02% among 290,000. Siah-1 / rhodamine-plectin peptide fluorescence polarization; higher % means a stronger effect;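 active = displacement of at least 50% at 20 µM, with a fluorescence ratio check between 0.3 and a set limit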;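 also: plate controls were Siah plus tracer with DMSO for no effect and tracer alone without Siah for full effect; strong numbers were not always called active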
# LYP inhibition – inhibitors of LYP phosphatase, biochemical, fluorescence intensity, uHTS (AID 1779); recombinant LYP phosphatase, fluorescence intensity; higher % means a stronger effect; one-dose inhibition, % at 11.5 µM; IC50 in µM for titrated hits; hit rate 0.054% among 290,000;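 also: plate controls were vehicle with enzyme for no effect and no enzyme for full effect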
# AID2073 – disruptors of CaV2.2 binding to Mint1 – biochemical, HTRF (AID 2073) | HTRF protein-protein interaction, Mint1-CaV2.2; higher % means a stronger effect | inhibition, % at 20 µM; hits with a dose series show IC50 in µM | hit rate 0.19% among 290,000; in the data active = inhibition mostly above about 51%, no sharp cut-off; inconclusive = no clear call, values can overlap the other calls; inactive = mostly below about 53%; also: some results filed as inactive read as strong as hits
# Dengue-2 NS5 capping – flavivirus cap methylation enzyme inhibition – biochemical, confirmation dose response, primary screen (AID 588689); Dengue-2 NS5 methyltransferase capping enzyme assay, biochemical; higher % means a stronger effect; one-dose inhibition, % at 25 µM; IC50 in µM for titrated hits; hit rate 0.3% among 340,000; in the data active = a potency from the dose series; inconclusive = inhibition above about 29% without an active follow-up result
# HIV fusion peptide – inhibitors of HIV fusion peptide binding, primary screen, biochemical, uHTS, fluorescence dequenching (AID 1986). one-dose inhibition, % at 20 µM; IC50 in µM for titrated hits. hit rate 0.3% among 290,000. cell-free peptide binding, fluorescence dequenching, 30 min; higher % means a stronger effect; in the data active = inhibition mostly above about 52%, no sharp cut-off; inactive = mostly below about 76%; also: some results filed as inactive read as strong as hits
# HEK293 NOD2/NF-kB – inhibition of NOD2-driven NF-kB reporter – cell-based, luminescence, uHTS, HEK293 (AID 1566); HEK293 NOD2/NF-kB luciferase reporter, luminescence; higher % means a stronger effect; inhibition, % at 4 µM, or EC50 in µM where a hit was titrated; hit rate 0.63% among 290,000; also: many of its hits are not listed in these tables
# Myeloid diff 2 – compounds promoting myeloid differentiation; ER-HoxA9 myeloid progenitors, lysozyme-GFP differentiation, flow cytometry; calls only at 10 µM; hit rate 1% among 360,000; AID 624256;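 active = normalized GFP-positive differentiation at or above the plate's own cutoff, the solvent-only control mean plus 3 SD; inconclusive = no clear call, values can overlap the other calls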;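 also: cells exposed to compound for four days before flow analysis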
# Lipid droplet cells 6.5 µM – recorded beside Lipid droplet, whose call it bears; cell count; measured here: cell count, cytotoxicity flag;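 cells counted across two imaged fields per well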
# Dengue-2 NS5 capping pilot replicate – further read-out of Dengue-2 NS5 capping, marked with its call; inhibition, %; measured here: pilot screen replicate inhibition
# Myeloid diff 2 GFP+ MAC1+ % – also measured in Myeloid diff 2; calls as there; GFP+ MAC1+ double positive, %; measured here: differentiation confirmed by MAC1 staining
# Active calls of the source: *; i = inactive; ? = inconclusive; / = no result given; + = active, no number; & = joins results of further samples. Rule as the data show it, unless noted: active = inhibition above about 50%; inactive = the rest. Only part of the results is shown. The share of hits here may be higher or lower than overall.
# The first 11 compounds, ahead of the listing:
SMILES,Lipid droplet,Lipid droplet cells 6.5 µM,XIAP antagonists,Siah-1 displacement,LYP inhibition,AID2073,Dengue-2 NS5 capping,HIV fusion peptide,HEK293 NOD2/NF-kB,Myeloid diff 2,Myeloid diff 2 GFP+ MAC1+ %,others
Cc1cccc(CCNC(=O)CNS(=O)(=O)c2ccc3nc(C)sc3c2)c1,-11,665,/,-2%,-8%,10%,-2%,-1.6%,21%,i,7.8,
Cc1ccc(NC(=O)Nc2cccc(C)n2)cc1,-2,765,/,2%,-5%,1%,1%,0.1%,-58%,i,0.6,
CC1(C)COC(c2cccn2Cc2ccc(F)cc2Cl)=N1,/,/,-5.9%,-2%,-8%,0%,10%,45%,6%,i,0.5,
O=C(CSc1ccccc1)N1CCN(S(=O)(=O)c2cccs2)CC1,3,840,/,3%,-9%,10%,12%,-0.9%,-2%,i,1.2,
CCN(CC)C(=O)CSc1nnc(-c2cc(OC)cc(OC)c2)o1,-15,602,-6.1%,2%,-2%,1%,5%,-0.7%,17%,i,4.9,
Cc1ccc(C[n+]2cccc(-c3ccccc3)c2)c(C)c1,-20,531,-3.1%,-2%,-4%,-1%,4%,-3.1%,26%,i,1.8,
c1ccc2oc(-c3ccc(Nc4nc(N5CCCCC5)nc(N5CCOCC5)n4)cc3)nc2c1,/,/,-7.9%,-2%,-2%,23%,/,-2.0%,3%,/,/,
C[N+]1(CN2C(=O)C3C4C=CC(C4)C3C2=O)CCCCC1 (centres undefined),-9,715,/,-5%,-5%,-8%,6%,0.4%,3%,i,0.7,
O=C(O)CSc1nnnn1C1CCCCC1,0,505,-9.3%,1%,-7%,12%,/,-0.7%,7%,i,0.1,
Cc1ccc(O)c(N=Cc2sc3ccccc3c2Cl)c1,-1,620,-21%,8%,5%,13%,-1%,27%,-1%,i,0.5,
N#Cc1c(-c2ccccc2)nc(SCC(=O)NC2CCCCC2)[nH]c1=O,21,749,-14%,6%,-4%,19%,8%,2.1%,9%,i,0.4,

# The listing, from the first entry:
SMILES,Lipid droplet,Lipid droplet cells 6.5 µM,XIAP antagonists,Siah-1 displacement,LYP inhibition,AID2073,Dengue-2 NS5 capping,HIV fusion peptide,HEK293 NOD2/NF-kB,Myeloid diff 2,Myeloid diff 2 GFP+ MAC1+ %,others
Cc1cccc(CCNC(=O)CNS(=O)(=O)c2ccc3nc(C)sc3c2)c1,-11,665,/,-2%,-8%,10%,-2%,-1.6%,21%,i,7.8,
Cc1ccc(NC(=O)Nc2cccc(C)n2)cc1,-2,765,/,2%,-5%,1%,1%,0.1%,-58%,i,0.6,
CC1(C)COC(c2cccn2Cc2ccc(F)cc2Cl)=N1,/,/,-5.9%,-2%,-8%,0%,10%,45%,6%,i,0.5,
O=C(CSc1ccccc1)N1CCN(S(=O)(=O)c2cccs2)CC1,3,840,/,3%,-9%,10%,12%,-0.9%,-2%,i,1.2,
CCN(CC)C(=O)CSc1nnc(-c2cc(OC)cc(OC)c2)o1,-15,602,-6.1%,2%,-2%,1%,5%,-0.7%,17%,i,4.9,
Cc1ccc(C[n+]2cccc(-c3ccccc3)c2)c(C)c1,-20,531,-3.1%,-2%,-4%,-1%,4%,-3.1%,26%,i,1.8,
c1ccc2oc(-c3ccc(Nc4nc(N5CCCCC5)nc(N5CCOCC5)n4)cc3)nc2c1,/,/,-7.9%,-2%,-2%,23%,/,-2.0%,3%,/,/,
C[N+]1(CN2C(=O)C3C4C=CC(C4)C3C2=O)CCCCC1 (centres undefined),-9,715,/,-5%,-5%,-8%,6%,0.4%,3%,i,0.7,
O=C(O)CSc1nnnn1C1CCCCC1,0,505,-9.3%,1%,-7%,12%,/,-0.7%,7%,i,0.1,
Cc1ccc(O)c(N=Cc2sc3ccccc3c2Cl)c1,-1,620,-21%,8%,5%,13%,-1%,27%,-1%,i,0.5,
N#Cc1c(-c2ccccc2)nc(SCC(=O)NC2CCCCC2)[nH]c1=O,21,749,-14%,6%,-4%,19%,8%,2.1%,9%,i,0.4,
CC(=O)c1c(C)oc2c1cc(NS(=O)(=O)c1ccc(C(=O)O)cc1)c1ccccc12,-15,829,/,3%,-3%,14%,16%,12%,2%,i,2.4,
CCOc1cccc(/C=N/NC(=O)c2cc(-c3cccn3C)n[nH]2)c1O,10,752,-14%,4%,2%,43%,-7%,8.2%,38%,+,3.3*,
O=C(N=C1SC2CS(=O)(=O)CC2N1c1ccc(F)cc1)C1CC1 (centres undefined),-16,777,/,2%,-15%,2%,-1%,1.5%,10%,i,6.3,
CCS(=O)(=O)c1ccc2c(c1)N(S(C)(=O)=O)CC(C(=O)NC1CC1)O2 (centres undefined),/,/,-1.8%,-4%,-14%,12%,-12%,1.0%,14%,+,9.1*,
Cc1ccnc2ccc(SC(F)(F)F)cc12,-2,771,-4.3%,-3%,-12%,6%,1%,-1.6%,5%,i,0.7,
CC12CCC(C(=O)Nc3ccc(Br)cn3)(OC1=O)C2(C)C (centres undefined),5,673,/,2%,-7%,-2%,/,-1.6%,16%,i,0.1,
COCCC(=O)N1CCCC(CCC(=O)NCc2ccc(F)c(F)c2)C1 (centres undefined),-3,684,-4.1%,2%,-10%,20%,-23%,1.8%,-26%,i,0.7,
Cc1nc2c(sc(=S)n2Cc2ccco2)c(=O)n1CC(=O)Nc1ccccc1F,-2,787,/,-2%,-3%,-11%,6%,5.0%,2%,i,1.0,
O=C(COc1ccccc1)N1CCNC1=O,2,779,-2.6%,4%,-15%,-7%,-1%,-0.7%,-10%,i,0.8,Dengue-2 NS5 capping pilot replicate=-3.0
Cc1ccc(N2CC(C(=O)Nc3ccc4c(c3)OCO4)CC2=O)cc1 (centres undefined),-7,643,-7.5%,-2%,1%,-2%,0%,-0.4%,11%,i,1.7,
O=S(=O)(Cc1cc(-c2ccccc2Cl)no1)c1ccccc1,21,619,-2.1%,-5%,-5%,0%,-13%,-0.5%,-66%,i,0.4,
CCc1c(C)[nH]c2ccccc2c1=O,/,/,-2.1%,1%,-10%,-5%,3%,-1.7%,4%,i,0.1,
O=C(CN(C(=O)CCC(=O)Nc1nccs1)c1ccc(F)c(Cl)c1)NCc1ccco1,-14,771,-12%,-1%,6%,-4%,-3%,0.4%,-26%,i,0.9,
Cc1cc(C)c2c(N)c(C(=O)Nc3ccc(C)c(C)c3)sc2n1,8,799,/,9%,-6%,15%,5%,2.3%,-160%,i,0.4,
Cc1nc(C)c(/C(O)=C/c2nc3ccccc3oc2=O)s1,-4,485,-4.3%,24%,-7%,-2%,-7%,28%,23%,+,6.6*,
CCN1CCN(C(=O)Cn2nc(C)c3sc4ccccc4c3c2=O)CC1,3,769,/,10%,-10%,5%,4%,0.9%,22%,i,6.0,
COc1ccc(CCNC(=O)c2ccc3c(c2)N(Cc2ccc(C)cc2)CCS3)cc1OC,39,656,/,3%,-2%,33%,-8%,-2.3%,30%,?,/,
COc1ccc(N(CC(=O)NN=C2CCCCCCC2)S(=O)(=O)c2ccccc2)cc1,0,741,-5.4%,3%,4%,0%,2%,3.1%,25%,i,4.7,
O=C(N/C=C\n1cnc2cc(C(F)(F)F)ccc21)c1ccc([N+](=O)[O-])cc1,4,730,/,-5%,3%,4%,2%,-0.6%,-13%,i,0.0,
Cc1ccc(-c2cc(C(=O)N/N=C/c3cccnc3)n[nH]2)o1,7,676,0.1%,6%,0%,-8%,-8%,0.4%,4%,i,0.7,
CC(=O)Nc1ccc(S(=O)(=O)Nc2nc3ccccc3nc2Nc2ccc(N)cc2)cc1,6,724,/,2%,-2%,53%,-31%,38%,-2%,i,0.9,
O=C(O)CCC(=O)N1CCN(Cc2ccc3c(c2)OCO3)CC1,6,787,/,5%,-8%,0%,-2%,-1.7%,-6%,i,0.4,
C/C(N)=C(/C#N)C(=O)CSc1nc2ccccc2c(=O)n1CCCO,11,676,-61%,-3%,1%,-6%,0%,0.0%,17%,i,0.7,
N#C/C(=C\c1c[nH]c2ccccc12)C(=O)NC1CC1,/,/,/,4%,-8%,-2%,3%,1.0%,-69%,i,0.2,
CCOC(=O)N1CCN(Cc2ccccn2)CC1,16,736,-3.5%,5%,-6%,2%,1%,0.8%,5%,i,2.6,
CC(OCC(O)CNCC1COc2ccccc2O1)c1ccc(Cl)cc1 (centres undefined),3,631,14%,8%,-6%,-12%,-4%,0.5%,-1%,i,0.5,
CCc1ccc(N(CC)C(=O)Cc2c(C(=O)O)n(C)c3ccccc23)cc1,7,823,/,1%,-8%,9%,1%,0.1%,10%,i,0.3,
C/C(N)=C(/C#N)C(=O)CSc1nnc(Cc2ccccc2F)n1N,4,802,-3.7%,-4%,1%,-2%,7%&4%,-0.3%,7%,i,0.6&1.1,
O=C(C[n+]1ccsc1)c1ccccc1,9,727,-13%,1%,4%,-12%,3%,3.9%,0%,i,0.8,
COc1ccc(S(=O)(=O)N2CCCCC2C)cc1 (centres undefined),6,817,/,2%,-9%,4%,-5%,1.0%,-16%,i,0.9,
CCN1CCN(C(C(=O)NC2CCCC2)c2ccc(Cl)cc2)CC1 (centres undefined),/,/,-3.0%,0%,-5%,-4%,1%,0.2%,-1%,i,2.8,
CCOC(=O)c1cnn(-c2cc(C)nc3c(-c4ccc(Cl)cc4)c(C)nn23)c1N,/,/,-1.1%,-1%,-6%,16%,/,-0.6%,16%,/,/,
Cc1nc2ccccc2cc1C(=O)N/N=C/c1ccco1,-4,661,0.2%,-2%,-7%,0%,3%,26%,2%,i,0.5,
Cc1csc(NC(=O)CCNC(=O)c2ccc([N+](=O)[O-])cc2)n1,1,669,4.0%,5%,-7%,11%,-6%,-1.7%,20%,i,0.4,
O=C(O)c1cccnc1SCc1cn2cc(Cl)ccc2n1,8,717,/,-1%,4%,16%,6%,1.3%,-6%,i,0.8,
COc1cc(C(=O)N/N=C/c2ccc(OC(=O)c3cccc(C)c3)cc2)ccc1O,-1,765,/,4%,-3%,14%,1%,-1.8%,-1%,i,0.8,
COc1ccccc1C(=O)N/C(=C/c1ccccc1)C(=O)Nc1ccc(C(=O)O)cc1,9,686,-4.4%,2%,-5%,2%,-6%,4.2%,18%,i,0.7,
C[N+](C)(C)CCCCCCCCCC[N+](C)(C)C,-10,710,-21%,-3%,-4%,-8%,-2%,1.7%,17%,i,5.4,
Cc1ccc(NC(=O)CSc2nc(-c3ccco3)cc(C(F)(F)F)n2)cc1C,-14,769,-3.9%,3%,-2%,9%,-3%,2.7%,6%,?,/,Dengue-2 NS5 capping pilot replicate=-6.2
